CHT allo act: allosterically activates the human high affinity choline transporter; Q9GZV3; CHT-expressing cells, membrane potential dye, choline EC20; hits give high values; LV-AA mutant CHT in HEK293 cells; B-score at 10 µM; 0.49% of 310,000 active; AID 488977;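 active means initial fluorescence not abnormally high and integrated response B-score, plate-corrected, over 3 SD above library mean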
Target sequence (Q9GZV3 whole entry, looked up): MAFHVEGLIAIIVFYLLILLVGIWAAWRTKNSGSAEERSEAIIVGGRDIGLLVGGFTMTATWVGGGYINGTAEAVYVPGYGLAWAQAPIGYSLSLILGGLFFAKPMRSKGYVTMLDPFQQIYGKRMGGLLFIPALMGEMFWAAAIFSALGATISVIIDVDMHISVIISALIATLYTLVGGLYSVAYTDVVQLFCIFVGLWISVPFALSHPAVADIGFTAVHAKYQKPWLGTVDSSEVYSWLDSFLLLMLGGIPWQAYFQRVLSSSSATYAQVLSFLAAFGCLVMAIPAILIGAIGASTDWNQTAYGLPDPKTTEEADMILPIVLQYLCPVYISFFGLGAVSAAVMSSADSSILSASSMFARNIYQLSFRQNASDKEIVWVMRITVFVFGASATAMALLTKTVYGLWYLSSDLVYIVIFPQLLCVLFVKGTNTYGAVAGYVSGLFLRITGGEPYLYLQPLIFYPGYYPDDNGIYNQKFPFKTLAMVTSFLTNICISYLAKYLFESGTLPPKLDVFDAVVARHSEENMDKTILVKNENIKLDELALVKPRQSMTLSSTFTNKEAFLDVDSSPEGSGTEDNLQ
OX1R antag-1: antagonists of human orexin 1 receptor. AID 434989. CHO/OX1R cells, Fluo-8 calcium fluorescence, orexin A. O43613. inhibition, % at 5 µM. 0.43% of 330,000 active;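 active means inhibition above its plate's threshold, mean inhibition of all tested compounds on the plate plus 3 SD, cut at about 37% in these data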;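 further: 0% = orexin A challenge wells and 100% = SB-334867-A antagonist wells; not every result past the cut was called active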
Target sequence (O43613 whole entry, looked up): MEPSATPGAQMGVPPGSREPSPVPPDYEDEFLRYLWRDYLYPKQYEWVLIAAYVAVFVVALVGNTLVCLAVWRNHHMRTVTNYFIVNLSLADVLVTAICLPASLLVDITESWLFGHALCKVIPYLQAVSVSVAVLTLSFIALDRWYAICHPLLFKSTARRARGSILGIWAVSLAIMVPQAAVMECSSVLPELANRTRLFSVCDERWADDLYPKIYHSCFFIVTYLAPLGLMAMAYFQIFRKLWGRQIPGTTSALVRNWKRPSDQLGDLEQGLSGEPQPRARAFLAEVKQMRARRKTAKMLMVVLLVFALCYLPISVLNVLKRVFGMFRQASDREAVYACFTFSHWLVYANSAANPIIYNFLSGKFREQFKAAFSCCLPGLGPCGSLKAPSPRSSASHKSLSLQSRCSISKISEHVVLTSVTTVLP
OX1R antag-2: antagonists of human orexin 1 receptor (OX1R); inhibition, % at 6.6 µM; O43613; AID 485270; 1.8% of 330,000 active; OX1R-expressing cells, FRET antagonist read-out; in the data active means inhibition mostly above about 38%, no sharp cut-off; inactive means mostly below about 40%;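 further: 0% = agonist challenge alone and 100% = reference antagonist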
The depositor's hits bear a star; i = inactive; nt = not tested or not shown.

smiles | CHT allo act | OX1R antag-1 | OX1R antag-2
S=C(Nc1cccc(Cl)c1)Nc1ccccc1Oc1ccccc1 | i | -20 | 26
CCOc1ccccc1C(=O)NCC(=O)NNC(=O)c1cccs1 | nt | -9 | -4
COc1ccc(O[C@H]2C=C[C@@H](c3ccccc3)O[C@@H]2COC(=O)CC/C(C)=N/OC[C@@H](O)COCc2ccco2)cc1 | i | -14 | 23
Cc1nn(-c2ncc(C(F)(F)F)cc2Cl)c(=O)n1-c1cccc(F)c1 | i | -15 | 13
CCc1ccc(N(C(=O)c2csnn2)C(C(=O)NC(C)(C)CC)c2cccnc2)cc1 (stereo unspecified) | i | -16 | 12
Nc1ncnc2c1ncn2[C@@H]1O[C@H](CO)C[C@H]1O | i | -4 | 12
O=CN1CCN(C(C(=O)NC2CCCC2)c2cc3c(cc2[N+](=O)[O-])OCO3)CC1 (stereo unspecified) | i | -15 | 7
CCCOC1CCCN(C(=O)c2ccc(OC3CCN(C(=O)CCOC)CC3)cc2)C1 (stereo unspecified) | i | 9 | 17
COc1ccc(Cl)cc1NS(=O)(=O)c1cccc(C(=O)NC2CC2)c1 | nt | -13 | 18
COc1ccc(-c2csc(N(CC3CCCO3)C(=O)c3ccco3)n2)cc1 (stereo unspecified) | i | -32 | 18
O=S(=O)(c1ccc(N2CCN(S(=O)(=O)c3ccccc3)CC2)nc1)N1CCCC1 | i | -8 | 15
CC(C)(C)c1nnc2sc(SCC(=O)NCc3ccco3)nn2c1=O | nt | 1 | 0
COc1ccc(C(=O)NCCSc2ccccc2C)cc1 | i | -12 | 25
O=C(CN1CCN(C(=O)C2COc3ccccc3O2)CC1)Nc1ccc(F)cc1 (stereo unspecified) | i | -11 | 5
COc1cc(OC)c(OC)cc1/C=N/N(C)c1ccccc1 | i | -9 | 16
S=C1N[C@H]2CCCC[C@@H]2N1 | i | 2 | 8
Cc1cc(C)n(-c2nnc(N3CCN(c4ccccc4)CC3)nn2)n1 | i | -13 | 17
COC(=O)N1C(=O)[C@](c2ccccc2)(C2CCCCC2)N1C(=O)OC | i | -6 | 30
CC1=C(/C=C/C(C)=N\NC(=O)c2ccncc2)C(C)(C)CCC1 | i | -33 | 10
COc1ccc(NC(=O)C2CCN(S(=O)(=O)c3cccc4cccnc34)CC2)cc1OC | i | -18 | 15
CCOC(=O)C1=C(C)NC(C)=C(C(=O)OCC)C1c1sccc1C | i | 5 | 3
Cc1nc2ccc(NS(=O)(=O)c3ccccc3F)cc2s1 | nt | 3 | 18
COC(=O)Nc1ccc(S(=O)(=O)N2CCCC(C(=O)NC3CCS(=O)(=O)C3)C2)cc1 (stereo unspecified) | i | 2 | 20
O=C(NCCCN1CCCC1=O)Nc1ccccc1F | i | 0 | 9
O=C(NCCCc1ccccc1)c1ccccc1 | i | -21 | 12
CC(C)CCOc1ccc(C(=O)NN2C(=O)NC3(CCCCC3)C2=O)cc1 | i | -29 | 8
CCCOc1cc(CN2CCCCC2)cc(C(C)=O)c1 | i | -14 | 9
Clc1ccc(-n2cccc2CN2CCc3c([nH]c4ccccc34)C2c2ccccn2)nc1 (stereo unspecified) | 7* | 1 | 46
Cc1cc(C)n(-c2ccc(C(=O)N3CCN(S(=O)(=O)c4ccc(C(C)C)cc4)CC3)cc2)n1 | nt | -29 | 2
COc1ccc(OC)c(S(=O)(=O)N2CCC(C(=O)NC3CC3)CC2)c1 | i | -14 | 12
CC1(c2ccc(OC(F)F)cc2)NC(=O)N(CC(=O)Nc2ccc(N3CCCCC3)cc2)C1=O (stereo unspecified) | i | 18 | -1
Cc1cccc(NC(=O)CCNC(=O)c2ccco2)c1 | i | -3 | 2
O=C(NCCCNC(=O)c1ccccn1)c1ccc(Br)cc1 | i | -17 | 11
COc1cc(C)c(C(=O)Oc2cc(C)c(C(=O)O)c(O)c2C)c(O)c1C | i | -12 | 10
Cc1cc(Cl)ccc1NNC(=O)CCc1ccccc1 | i | -4 | 5
Cc1ccc(S(=O)(=O)/N=C(/NNC(=O)c2cccc(Cl)c2)c2ccccc2)cc1 | i | -20 | 12
COc1ccc(C(C)(C)C)cc1NC(=O)CCCN1C(=O)NC(C)(C)C1=O | nt | -17 | 2
CC(NC(=O)c1ccc(Br)cc1)c1ccc2c(c1)CCCC2 (stereo unspecified) | i | -60 | -1
O=C(COc1ccc2c3c(c(=O)oc2c1)CCC3)N1CCCCC1 | i | 6 | 17
Cc1cccc2nc(CSCc3ccco3)cn12 | i | -11 | 14
CCc1ccc(NC(=S)NNC(=O)c2ccccc2OC(F)F)cc1 | i | 2 | 10
O=S(=O)(NCc1ccc(F)cc1)c1cccc(S(=O)(=O)N2CCOCC2)c1 | i | -7 | 7
COc1ccc(C(=O)Nc2ccnn2C2CCN(C(=O)CCC(F)(F)F)CC2)cc1 | i | -2 | 15
O=C(CSc1nnc(NC(=O)C2CC2)s1)NCc1ccccc1 | i | 12 | 7
COc1ccc(CCC(=O)Nc2cccc(S(=O)(=O)N3CCCCCC3)c2)cc1OC | nt | -17 | -1
O=C(COC(=O)c1cc(S(=O)(=O)N2CCOCC2)ccc1O)Nc1cc(S(=O)(=O)N2CCCC2)ccc1Cl | i | -9 | 9
Cc1cccc(NC(=O)N2CCN(Cc3ccc4c(c3)OCO4)CC2)c1C | i | 7 | 6
O=C(NCc1ccccc1)C1=C[C@H](c2csc3ccccc23)C[C@H](OCCCCO)O1 | i | -17 | 34
CCOC(=O)c1ccc(N=c2scc(C)n2CC)cc1 | i | -18 | 18
CC1CN(CC(=O)Nc2ccc(S(N)(=O)=O)cc2)CC(C)O1 (stereo unspecified) | i | 6 | 9
Cc1ccc(-c2c(NC(=O)c3ccco3)oc3ccccc3c2=O)cc1 | i | -5 | 11
COc1ccc(Cn2cnc3c(N)c(C)c(C)cc32)cc1 | i | -18 | 25
COc1ccc(/C=N/Nc2nnc(C)n2N)cc1OC(C)=O | i | -10 | 56*
Cc1cc(NC(=O)Cn2c(=O)c3c(ncn3CC(C)C)n(Cc3ccccc3)c2=O)no1 | i | -23 | 13
Cc1cc(N2CCC(C(=O)N3CCN(c4cccc(C)c4C)CC3)CC2)n2ncnc2n1 | i | -20 | 9
C/C(=N\Nc1nncc2ccccc12)c1cccc(OC(F)F)c1 | i | -47 | 5
O=C(NCc1ccccn1)c1ccc(Cl)c(NC2=NC3CS(=O)(=O)CC3S2)c1 (stereo unspecified) | i | 9 | -2
CN(C)c1nc(NCc2ccccc2)nc(N/N=C/c2ccc3c(c2)OCO3)n1 | i | -29 | 11
O=C(Oc1c(-c2ccco2)oc2ccccc2c1=O)c1cccnc1 | i | -6 | 18
CC(C)CC(NC(N)=O)C(=O)Nc1cccc([N+](=O)[O-])c1 (stereo unspecified) | i | -26 | 22

Looked up by compound from above (2):
smiles | CHT allo act | OX1R antag-1 | OX1R antag-2
CCCOC1CCCN(C(=O)c2ccc(OC3CCN(C(=O)CCOC)CC3)cc2)C1 (stereo unspecified) | i | 9 | 17
COc1ccc(C(=O)Nc2ccnn2C2CCN(C(=O)CCC(F)(F)F)CC2)cc1 | i | -2 | 15

Next compounds follow.
smiles,CHT allo act,OX1R antag-1,OX1R antag-2
Cc1ccc(OCC(=O)NCc2ccccn2)c(Br)c1,i,-7,16
Cc1ccn2cc(CNS(=O)(=O)c3ccc4c(c3)OCCO4)nc2c1,i,-3,-2
Cc1ccn2c(Nc3ccccc3C)c(-c3ccccn3)nc2c1,i,-34,21
Fc1ccc(NC(=S)NN=C2CCCCCC2)cc1,i,5,20
CC(=O)c1c(C)[nH]c(C(=O)NC2CCCCC2)c1C,i,-19,9
COc1ccc(OC)c(S(=O)(=O)Nc2cc(C)on2)c1,i,-3,27
COc1cc(CNCc2cccc3ccccc23)cc(OC)c1,i,-44,11
O=C(O)CC1(c2ccccc2)C(=O)c2ccccc2C1=O,i,-5,5
CCN(CC)CCCNC(=O)C1CCC(=O)N(c2ccc(OC)cc2)C1c1ccc(F)cc1 (stereo unspecified),i,-12,6
Cc1ccc([N+](=O)[O-])cc1S(=O)(=O)N1CCC(C)CC1,i,2,25

Limited to OX1R antag-1 and OX1R antag-2, for 2 of the compounds above:
| mol | OX1R antag-1 | OX1R antag-2 |
| --- | --- | --- |
| Cc1ccn2c(Nc3ccccc3C)c(-c3ccccn3)nc2c1 | -34 | 21 |
| CC(=O)c1c(C)[nH]c(C(=O)NC2CCCCC2)c1C | -19 | 9 |

Later entries.
smiles,CHT allo act,OX1R antag-1,OX1R antag-2
Cc1ccccc1NC(=O)NCCN1C(=O)C2C3C=CC(C3)C2C1=O (stereo unspecified),i,1,6
COc1ccccc1NC(=O)COC(=O)COc1ccccc1F,nt,-3,-1
CC(CC(=O)O)CC(=O)N1CCN(S(=O)(=O)c2cccs2)CC1 (stereo unspecified),i,-6,22
COc1ccc(S(=O)(=O)NCCc2ccccn2)cc1,nt,1,9
O=C(/C=C/c1ccccc1Cl)OCC(=O)N1CCCC1,nt,12,8
COc1cccc(NC(=O)COC(=O)c2nc3nccc(C)n3n2)c1,i,-12,13
CCOC(=O)C1Nc2ccccc2C2c3ccccc3CC12 (stereo unspecified),i,-30,19
Cn1c(SCC(=O)NC2CC2)nnc1-c1ccccc1Cl,i,-3,6
CCn1c(CSc2nc(C)cc(C)n2)nnc1SCC(=O)Nc1cccc2ccccc12,i,-29,25
COc1ccc(OCc2nnc(SCC(=O)Nc3cccc(Cl)c3)o2)cc1,i,-23,26

2 successive compounds already listed:
smiles,CHT allo act,OX1R antag-1,OX1R antag-2
Cc1ccccc1NC(=O)NCCN1C(=O)C2C3C=CC(C3)C2C1=O (stereo unspecified),i,1,6
COc1ccccc1NC(=O)COC(=O)COc1ccccc1F,nt,-3,-1

Further structures.
smiles,CHT allo act,OX1R antag-1,OX1R antag-2
COc1cccc(NC(=O)COC(=O)c2c(NC(C)=O)sc(C)c2C)c1,nt,-14,5
Brc1ccc(-c2cnco2)cc1,i,-11,28
N#CC1=C(N)NC(SCc2ccc(Br)cc2)=C(C#N)C12CCCCC2,i,5,19
CCC(=O)Oc1ccc(C/C(=N\O)c2ccc(O)cc2O)o1,i,-8,4
COc1cccc(N2CCN(C(=O)c3cc4c(=O)n(Cc5ccccc5)ccc4nc3C)CC2)c1,i,-14,13
CC(Sc1nnnn1C)C(=O)Nc1ccc(N2CCOCC2)cc1 (stereo unspecified),i,-3,9
COC(=O)c1c(C)[nH]c(-c2csc(N)n2)c1C,i,2,2
Cn1cccc1/C=N/n1c(-c2ccc(Cl)cc2Cl)n[nH]c1=S,i,20,30
O=C1c2ccccc2C(Nc2ccc3c(c2)OCCO3)N1Cc1ccco1 (stereo unspecified),i,2,6
COc1cc(S(=O)(=O)N2CCN(c3ccccc3F)CC2)c(OC)cc1Cl,i,1,28
CC(C)Oc1ccc(CN2CCC(n3nccc3NC(=O)CCc3ccccc3)CC2)cc1,i,-17,6
Cc1cccc(N2CCN(C(=O)CN3C(=O)C4CC=CCC4C3=O)CC2)c1C (stereo unspecified),i,-18,13
CCc1ccc2c(c1)C(c1ccc([N+](=O)[O-])cc1)=NNC(c1ccc(C)cc1)=N2,i,-30,6
O=C(COC(=O)c1ccccc1NCCO)NCc1cccs1,i,-20,11
C=CCn1c(SCc2nc(N)nc(N3CCCCC3)n2)nnc1-c1ccco1,i,-13,16
Clc1ccc(/C=N/Nc2ccccn2)cc1,i,-25,14
C[C@@H]1COC(=O)[C@@H](NC(=O)OCC2c3ccccc3-c3ccccc32)C/C=C\C[C@@H](CC(=O)N(CCO)Cc2ccccc2)C(=O)N1,nt,-14,-1
Cc1cc(C(=O)CSc2nnc(-c3ccco3)o2)c(C)n1C,nt,-10,5
CCOC(=O)C(C)NC(=O)CCc1nnc2ccc(N3CCCCC3)nn12 (stereo unspecified),i,-8,-2
COCCCNc1nc2c(c(=O)n(Cc3cccc(Br)c3)c(=O)n2C)n1C,i,-20,3
COc1ccc(C(=O)NC(C)CCn2cccn2)cc1OC1CCN(C(C)C)CC1 (stereo unspecified),i,-14,8
CC(=O)c1cccc(NC(=O)N2CCCC2C(=O)Nc2ccc3c(c2)OCO3)c1 (stereo unspecified),i,-21,1
O=C(O)[C@H]1CCC(=O)N1Cc1ccco1,i,-4,12
O=C(CSc1ccccc1)Nc1ccc2c(c1)OCCO2,i,20,10
O=C(O)c1ccc2c(c1)CCCN2,i,5,7
CCOC(=O)CC(NC(=O)Cc1ccc(F)cc1)c1ccccc1Cl (stereo unspecified),i,-24,-6
Cc1cc2cc(CCNC(=O)c3ccc(S(=O)(=O)N4CCCC4)cc3)c(=O)[nH]c2cc1C,i,-16,14
Cc1ccc(CNC(=O)C2CC3Cn4c(nc5cc(Cl)c(Cl)cc54)C3N2C)o1 (stereo unspecified),i,-16,10
O=C(COC(=O)c1ccccc1F)NCc1ccc2c(c1)OCO2,nt,-11,11
COc1ccc(NC(=O)CCC(=O)OC(C(=O)c2ccccc2)c2ccccc2)cc1 (stereo unspecified),i,1,5
CN1C(=O)N(C)C2(c3ccccc3)NNC(N)=NC12c1ccccc1 (stereo unspecified),i,-15,12

High-throughput results as filed in PubChem.
